Compound activity deposited in PubChem by National Center for Advancing Translational Sciences (NCATS).
TDP43 rescue: rescues yeast growth from TDP-43 toxicity | TDP-43 expressing yeast growth rescue, BacTiter-Glo, 24 h | Potency, µM (series often up to 46.1 µM), without a hit: at the top dose growth rescue (activation), hits mostly activators | hit rate 1.8% among 410,000 | AID 652104; note: potency is the fitted concentration of half-maximal effect; % of control where 0% means no effect; nearly all actives have a fitted effect of over 50% in size
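Growth rescue of TDP-43-toxic yeast measured as ATP luminescence (BacTiter-Glo). Cells grown to mid-log in raffinose, induced in galactose at OD600=0.02, exposed to compound 24 hr at 30 deg C.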
GLP1R inv ag: acts as inverse agonist at human GLP-1 receptor | P43220 | HEK293 GLP-1R CRE-luciferase, luminescence, 24 h; GLP-1R form is constitutively active | Potency, µM (highest dose often 38.3 µM), without a hit: top-dose activity change, negative = inhibition, most hits filed as inhibitors | hit rate 1.6% among 410,000 | AID 624417; note: potency is the fitted concentration of half-maximal effect; % is set by controls: 0 for no effect and ±100 for the full control effect; nearly all actives have a fitted effect of over 55% in size
Target sequence (P43220 whole entry, looked up): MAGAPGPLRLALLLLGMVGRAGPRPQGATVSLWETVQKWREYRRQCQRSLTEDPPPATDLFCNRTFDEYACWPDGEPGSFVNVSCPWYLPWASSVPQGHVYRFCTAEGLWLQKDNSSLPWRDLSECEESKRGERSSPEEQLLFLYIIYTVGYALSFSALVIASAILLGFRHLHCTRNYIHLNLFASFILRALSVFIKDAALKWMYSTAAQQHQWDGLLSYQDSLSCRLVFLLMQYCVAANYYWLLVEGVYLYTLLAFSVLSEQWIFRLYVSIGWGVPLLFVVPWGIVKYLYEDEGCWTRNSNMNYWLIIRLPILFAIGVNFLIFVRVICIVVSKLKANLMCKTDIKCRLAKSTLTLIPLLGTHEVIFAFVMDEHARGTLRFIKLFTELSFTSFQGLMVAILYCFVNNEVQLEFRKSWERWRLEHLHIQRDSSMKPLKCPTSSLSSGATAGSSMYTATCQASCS
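Using stably transfected HEK293 (constitutively active GLP-1R, cAMP-luciferase reporter), compounds were incubated 24 hr and luciferase measured by luminescence.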
PTHR1 ag: agonists of human PTHR1 parathyroid hormone receptor. HEK293 GP2 PTHR1 cells, GloSensor cAMP luminescence, 1 h. Potency, µM (highest dose often 115 µM), without a hit: at the highest dose activation, hits mostly activators. hit rate 0.075% among 410,000. AID 743266; note: potency is the fitted concentration of half-maximal effect; nearly all actives have a fitted effect of over 55% in size; some results filed as inactive show a strong effect at the top dose; inactives centre near -15; many of its hits are not listed in these tables
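HEK-293-derived GP2 cells expressing PTHR1 and a GloSensor cAMP reporter, 3,000/well, plated overnight, given luciferin plus IBMX (each 0.5 mM as added) for 1 h at 37 °C, then compound for 1 h at 37 °C. Luminescence was read after 15 min at room temperature.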
GLP-1R agonist: GLP-1 receptor (human) agonism | P43220 | HEK293 GLP-1R CRE-luciferase, luminescence, 4-6 h; cells express a hypersensitive GLP-1R form | Potency, µM (titrated, usually from 45.6 µM), for the others: at the highest dose activation, actives largely listed as activators | hit rate 0.007% among 380,000 | AID 624172; note: potency is the fitted concentration of half-maximal effect; % of control where 0% means no effect
FUS suppressor: rescues growth of FUS-expressing yeast; S. cerevisiae FUS-expressing, growth rescue, OD600, 24 h; Potency, µM (top dose mostly 76.6 µM), for the others: at the highest dose growth rescue (activation), usual class: activators; hit rate 0.24% among 390,000;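 note: potency is the fitted concentration of half-maximal effect; plate controls were DMSO vehicle for no effect and reference control for full effect; nearly all actives have a fitted effect of over 55% in size; some results filed as inactive show a strong effect at the top dose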
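Toxicity suppression screen in FUS-yeast. Cells induced with 2% galactose, starting OD 0.005, treated 24hr at 30C with compounds at multiple final concentrations; growth by OD600.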
Abeta yeast res: compounds reversing amyloid beta toxicity in yeast | Potency, µM (series often up to 46.1 µM), inactives show top-dose growth rescue, actives largely listed as activators | hit rate 0.063% among 410,000 | yeast expressing A-beta42, growth rescue, OD600, 48 h; response scale: 0% DMSO, 100% iron-clioquinol control; note: potency is the fitted concentration of half-maximal effect; nearly all actives have a fitted effect of over 55% in size
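Growth rescue measured by 600 nm absorbance after 48 h yeast culture at 30 C with compound. Values normalized between DMSO and an equimolar ferric chloride plus clioquinol control.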
Akt phos inh: inhibitors of Akt phosphorylation; Neuro2A IGF-stimulated pAkt S473 HTRF, 20 min; active compounds read low; activity change, % for hits at 50 µM; hit rate 0.32% among 360,000; in the data active = activity change below about -80%; inconclusive = mostly about -51% to -80%; note: % is set by controls: 0 for no effect and ±100 for the full control effect
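Neuro2A cells (4,500/well, DMEM with 0.5% FBS) were treated with compound at a single 50 µM final concentration, stimulated with 6 nM IGF for 20 min at 37 °C, and lysed. Phospho-Akt Ser473 was read by HTRF as 665/615 ratio ×10^4.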
DRD3 antagonist: antagonists of human D3 dopamine receptor | max response, negative = inhibition, % | AID 652054 | P35462 | hit rate 2.5% among 360,000 | D3R cells, DiscoveRx beta-arrestin luminescence, antagonist mode; active compounds read low; in the data active = max response below about -50%; inconclusive = no clear call, values can overlap the other calls; note: % is set by controls: 0 for no effect and ±100 for the full control effect; mostly tested at two doses, the higher about 12 µM
Target sequence (P35462 whole entry, looked up): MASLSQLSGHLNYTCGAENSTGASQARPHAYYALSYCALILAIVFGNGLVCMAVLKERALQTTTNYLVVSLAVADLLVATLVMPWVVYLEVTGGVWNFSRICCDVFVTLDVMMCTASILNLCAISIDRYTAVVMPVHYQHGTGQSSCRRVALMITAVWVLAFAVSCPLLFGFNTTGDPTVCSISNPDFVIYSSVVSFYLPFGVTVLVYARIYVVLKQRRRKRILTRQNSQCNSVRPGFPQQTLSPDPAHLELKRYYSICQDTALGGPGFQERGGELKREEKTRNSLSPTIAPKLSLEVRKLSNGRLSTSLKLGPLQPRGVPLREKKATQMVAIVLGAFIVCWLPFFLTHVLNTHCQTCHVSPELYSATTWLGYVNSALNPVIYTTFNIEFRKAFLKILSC
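Cells expressing the human receptor were seeded at 1500 cells/well, incubated overnight at 37 degrees C in 5% CO2, then exposed to library compounds with dopamine controls for 90 minutes at 37 degrees C before luminescent detection.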
aSyn yeast inh: rescues yeast growth from alpha-synuclein toxicity; Potency, µM (doses to about 46.1 µM), without a hit: at the highest dose growth rescue (activation), actives largely listed as activators; AID 652106; hit rate 0.14% among 370,000; Yeast expressing alpha-synuclein, growth rescue, BacTiter-Glo, 24 h; note: potency is the fitted concentration of half-maximal effect; % of control where 0% means no effect; nearly all actives have a fitted effect of over 65% in size
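Screening used galactose-induced yeast with toxic alpha-synuclein levels, exposed to compound for 24 hr at 30 deg C. Cell growth, read with BacTiter-Glo luminescence, gave the measured signal.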
* marks the source's active call; other numbers are inactive results; i = inactive; ? = inconclusive; . = not tested or not shown; & = joins results of further samples; [ ] = remark or other dose. Unless noted, calls come from the whole dose curve; as a rule, active = well fitted curve in the direction sought with a large enough effect; inconclusive = small, poorly fitted or top-dose-only effect, or another doubt; inactive = no such curve, though single readings can be large; an effect the other way counts as inactive or inconclusive. The list is partial, so the mix of outcomes need not match the whole.

SMILES	TDP43 rescue	GLP1R inv ag	PTHR1 ag	GLP-1R agonist	FUS suppressor	Abeta yeast res	Akt phos inh	DRD3 antagonist	aSyn yeast inh
CCc1cccc2c(-c3ccccc3)nc(SCC(=O)Nc3ccc(OC)cc3)nc12	15%	5%	-7%	.	-6%	-10%	.	.	.
CCn1c2ccccc2c2nnc(N3CCN(c4ccc(F)cc4)CC3)nc21	25%	6%	-5%	.	-22%	7%	.	.	.
Cc1cc(=O)oc2ccc(OCC(=O)N3CCc4ccccc43)cc12	-3%	9%	i	-4%	31%	-5%	i	11	1%
O=[N+]([O-])c1cccc(C([O-])=C(C(=S)Nc2cccc3ccccc23)[n+]2ccccc2)c1	-24%	-27%	i	-1%	34%	-1%	i	-9	1%
Cc1ccc(-n2nc3ccc(NC(=O)/C=C/c4ccco4)cc3n2)cc1	20%	17%	-15%	-2%	22%	9%	i	9	-10%
Cc1cccc(-c2c(NC(=O)c3ccco3)oc3ccc(Cl)cc3c2=O)c1	-4%	19%	-66%[inhibitor]	1%	-26%	14%	i	-13	-1%
CN(Cc1ccccc1)C(=O)COc1ccc(Br)cc1Cl	7%	?	-33%[inhibitor]	-3%	3%	6%	i	-25	3%
CCOC(=O)N1CCN(C(=O)c2ccc(NC(C)=O)cc2)CC1	-1%	32%[activator]	i	9%	8%	-25%	.	32	-3%
Cc1ccc(OCCSc2nc3ccccc3n2CCC(=O)O)cc1C	8%	-7%	i	.	-4%	-6%	.	.	.
Cc1nc(N2CCC(C)CC2)c(C#N)c(C)c1[N+](=O)[O-]	3%[9.22 µM]	-22%	-22%	4%	-7%	1%	i	5	0%
CCCCN(C)CCNC(=O)C1CCCN(S(=O)(=O)c2cccc3nsnc23)C1 (stereo not given)	13%&-10%	2%&-2%	?	-3%&1%	-7%&-11%	9%&-18%	i	-2	2%
COc1cccc(Cc2nc3ccccc3nc2SCC(=O)NCCc2ccccc2)c1	25%	?	-33%[inhibitor]	-7%	42%	0%	.	.	.
Cn1c(C(C#N)C(=O)c2sc3ccccc3c2Cl)nc2ccccc21 (stereo not given)	-28%	7%	-4%[57.5 µM]	-1%	18%	-9%	i	-20	0%
CC(C)N=C(NC#N)SCc1ccc(Br)cc1	9%	?	-3%[57.5 µM]	1%	-1%	0%	i	-19	1%
CCCCc1c(C)c(C#N)c2nc3ccccc3n2c1NCCN(C)C	10%	-21%	-28%	10%	-22%	-71%[inhibitor]	i	-18	-6%
OC(c1ccco1)c1nc(-c2cccs2)cs1 (stereo not given)	?	4%	i	17%	0%	-12%	i	15	3%
CCCCN(CC)C(=O)CCNS(=O)(=O)c1ccc2c(c1)c(=O)n(C)c(=O)n2C	6%	-6%	-2%	0%	-10%	-8%	.	.	.
CCOC(=O)c1c(NC(=O)CSc2cn(CCNC(=O)c3ccc(OC)cc3)c3ccccc23)sc2c1CCCC2	6%	-32%	-38%[inhibitor]	1%	?	-15%	.	.	.
O=C(COC(=O)C1COc2ccccc2O1)NC1CCCCC1 (stereo not given)	-11%	13%	i	-6%	-4%	8%	i	22	4%
Cc1cc2c(=O)oc(-c3ccc(Br)cc3)nc2s1	-4%	15%	i	4%	-16%	-9%	i	-13	0%
COc1ccc(/C=N/n2c(SC)nnc2-c2ccccc2)cc1C	16µM*	?	-11%[57.5 µM]	?	21%	-2%	i	4	4%
COC(=O)c1ccccc1-c1ccc(/C=N/NC(=O)c2cc3ccccc3o2)o1	?	-27%	-3%	-36%[inhibitor]	.	-1%	i	-10	-10%
O=C(Cn1c(CO)nc2ccccc21)NCCc1ccccc1	.	1%	i	5%	6%	6%	i	26	-2%
Cc1ccc(S(=O)(=O)NCCc2nnc3ccc(SCC(=O)Nc4ccc(OC(F)(F)F)cc4)nn23)cc1	10%	-2%	-3%	.	-3%	-5%	.	.	.
O=S(=O)(NCCc1csc(-c2cccnc2)n1)c1cc(F)ccc1F	?	31%[activator]	i	9%	.	14µM*	i	-13	-15%
Cc1ccc(S(=O)(=O)N2CCOC2CNC(=O)C(=O)NCc2ccc3c(c2)OCO3)cc1 (stereo not given)	-11%	-20%	-27%	6%	-1%	-7%	i	-4	-5%
NS(=O)(=O)c1ccc(NCc2cc(Cl)ccc2OCc2ccccc2F)cc1	-15%	?	-7%[57.5 µM]	-9%	20%	15%	i	-7	0%
CNc1nc(NCc2ccccc2)c2sccc2n1	9%	17%	-32%[inhibitor]	0%	-22%	-6%	i	7	0%
Cc1ccnc(SCC(=O)n2c3c(c4ccccc42)CC(C)CC3)n1 (stereo not given)	-1%	3%	-2%[57.5 µM]	6%	4%	17%	i	22	-9%
Nc1nc2n(n1)C(c1cccs1)CC(c1ccc(F)cc1)N2 (stereo not given)	20%	0%	i	-5%	15%	14%	i	-13	-2%
CN1C(=O)C(CC(=O)Nc2ccc(Cl)cc2)N(Cc2ccco2)C1=S (stereo not given)	14%	?	-11%	-1%	13%	4%	i	-7	4%
CCNC(=O)C1CCCN(c2nc(C)cc(C)n2)C1 (stereo not given)	0%	14%	-44%[inhibitor]	-3%	-30%	5%	i	23	0%
COc1ccc(CCNC(=O)CCC(=O)n2ncc3ccc(Cl)cc32)cc1OC	-6%	6%	i	2%	-11%	-4%	i	0	-4%
COc1ccc2cc(C(c3nnnn3Cc3ccc(F)cc3)N3CCCCCC3)c(=O)[nH]c2c1 (stereo not given)	-21%	0%	i	-4%	43%	10%	.	6	5%
O=C(CNC(=O)c1ccc(OC(F)F)cc1)NC1CCCc2ccccc21 (stereo not given)	10%	?	i	-2%	15%	-7%	i	-8	-10%
CCc1cccc(CC)c1NC(=O)COC(=O)CC1c2ccccc2CCN1S(=O)(=O)c1ccccc1 (stereo not given)	1%	?	i	-4%	20%	26%	i	1	5%
COc1ccc(N2CCN(C(=O)COC(=O)COc3cc(C)cc(C)c3)CC2)cc1	10%	16%	i	-9%	22%	20%	i	24	0%
COc1ccccc1Cc1nc2ccccc2nc1SCC(=O)NCc1ccc(C)cc1	5%	1%	i	10%	-14%	-17%	.	.	-4%
COc1ccc(CN2CCOCCOCCOCC2)cc1	12%	7%	-14%	-4%	-14%	-7%	i	2	4%
Cc1ccc(C(=O)O/N=C2\CCCc3ccccc32)cc1	24%	0%	-32%[inhibitor]	-15%	-18%	17%	.	23	.

Structural class, the entries above with bromine.
SMILES	TDP43 rescue	GLP1R inv ag	PTHR1 ag	GLP-1R agonist	FUS suppressor	Abeta yeast res	Akt phos inh	DRD3 antagonist	aSyn yeast inh
CN(Cc1ccccc1)C(=O)COc1ccc(Br)cc1Cl	7%	?	-33%[inhibitor]	-3%	3%	6%	i	-25	3%
CC(C)N=C(NC#N)SCc1ccc(Br)cc1	9%	?	-3%[57.5 µM]	1%	-1%	0%	i	-19	1%
Cc1cc2c(=O)oc(-c3ccc(Br)cc3)nc2s1	-4%	15%	i	4%	-16%	-9%	i	-13	0%

Laid out differently: 4 of the compounds above
SMILES | TDP43 rescue | GLP1R inv ag | PTHR1 ag | GLP-1R agonist | FUS suppressor | Abeta yeast res | Akt phos inh | DRD3 antagonist | aSyn yeast inh
CN1C(=O)C(CC(=O)Nc2ccc(Cl)cc2)N(Cc2ccco2)C1=S (stereo not given) | 14% | ? | -11% | -1% | 13% | 4% | i | -7 | 4%
CCNC(=O)C1CCCN(c2nc(C)cc(C)n2)C1 (stereo not given) | 0% | 14% | -44%[inhibitor] | -3% | -30% | 5% | i | 23 | 0%
COc1ccc(CCNC(=O)CCC(=O)n2ncc3ccc(Cl)cc32)cc1OC | -6% | 6% | i | 2% | -11% | -4% | i | 0 | -4%
COc1ccc2cc(C(c3nnnn3Cc3ccc(F)cc3)N3CCCCCC3)c(=O)[nH]c2c1 (stereo not given) | -21% | 0% | i | -4% | 43% | 10% | . | 6 | 5%

Other compounds.
SMILES	TDP43 rescue	GLP1R inv ag	PTHR1 ag	GLP-1R agonist	FUS suppressor	Abeta yeast res	Akt phos inh	DRD3 antagonist	aSyn yeast inh
Cc1ccccc1CN1CCC(N2CCC(C(=O)NCC3CCCO3)CC2)CC1 (stereo not given)	3%	?	-6%	-4%	41%	3%	i	-1	10%
CO/C([O-])=N/c1c[n+](-c2ccc(C)cc2)no1	4%	3%	-41%[inhibitor][57.5 µM]	-2%	-10%	2%	i	10	1%
Cc1occc1C(=O)Nc1ccc2c(c1)CCC2	-29%	0%	-26%	-5%	24%	-20%	i	-23	-22%
COC(=O)Cn1c(=O)c2c(nc(Br)n2Cc2ccccc2Cl)n(C)c1=O	-38%[inhibitor]	?	-25%	-1%	12%	-29%	i	2	-36%[inhibitor]
C/C(=N\Nc1cc(N2CCOCC2)ncn1)c1ccc(O)cc1	7%	37%[activator]	i	-1%	9%	-2%	i	0	8%
O=S1(=O)CC(N2CCN(CCO)CC2)CN1Cc1cn(Cc2ccc(Cl)cc2)nn1 (stereo not given)	21%	-2%	i	13%	-5%	-5%	i	-11	-3%
Cc1cccc(OCC(=O)N(Cc2cccs2)C2CCS(=O)(=O)C2)c1 (stereo not given)	-5%	4%	-5%[57.5 µM]	9%	38%	12%	i	15	-14%
CCCS(=O)(=O)NC(=O)C1(C)CCN(C(=O)c2ccc(F)cc2Cl)C1 (stereo not given)	3%	21%	i	-9%	-3%	-8%	i	0	4%
COc1ccc(-n2nc(C(=O)NCCc3ccc(OC)c(OC)c3)c3c4ccccc4n(C)c3c2=O)cc1Cl	-3%	8%	i	.	-7%	-7%	.	.	.
